From PubChem
SMARCA2 act: SMARCA2 function activation, primary screen | MG213 cells, MMTV-luciferase reporter, dexamethasone, overnight | activation, % at 9.1 µM | 370,000 compounds, 1% hits | AID 652017; in the data active = activation above about 7.8%;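 note: 0% = vehicle wells and 100% = reference activator wells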
ssDAF12 agonist: activators of S. stercoralis DAF-12 nuclear receptor; AID 652126; 370,000 compounds, 1% hits; HEK293 ssDAF-12/GRIP1 lit1-tk-luc reporter, luminescence; % of 3 µM dafachronic acid response; activation, % at 6.8 µM;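 active = activation above the mean over all tested compounds plus 3 SD, cut at about 0.9% in these data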;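 note: 0% = DMSO-only wells and 100% = 3 µM delta7-dafachronic acid wells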
DAX1 inh-1: inhibitors of DAX1 repression of SF-1 activated StAR promoter; HEK293T StAR-luciferase reporter, SF-1/DAX-1 repression relief; inhibition, % at 6.8 µM; 370,000 compounds, 1.1% hits; AID 652010;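 active = inhibition above the mean over all tested compounds plus 3 SD, cut at about 3.6% in these data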;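 note: 0% = DAX-1 cells with DMSO and 100% = cells lacking DAX-1 with DMSO; higher inhibition means more luminescence from relief of DAX-1 repression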
DAX1 inh-2: inhibits human nuclear receptor DAX1. inhibition, % at 6.75 µM. AID 504766. 340,000 compounds, 0.99% hits. HEK293 Gal4-DAX1 luciferase reporter, luminescence;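 active = inhibition above the mean over all tested compounds plus 3 SD, cut at about 4.2% in these data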;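 note: 0% = DAX1-transfected cells with DMSO and 100% = empty-vector control cells with DMSO; inhibition shows as a rise in luminescence from relieved DAX1 repression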
GC-B act: GC-B (human) receptor activation; 370,000 compounds, 0.11% hits; HEK293-GC-B cells, CNP EC30, cGMP TR-FRET; 0% at EC30 CNP, 100% saturating CNP; AID 1920062; P20594; activation, % at 10 µM;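 active = activation at 10 µM reaching about 35% in either raw or pattern-adjusted values, limit read from the data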
ADAM10 inh: ADAM10 inhibition, QFRET primary screen. recombinant ADAM10, EDANS/DABCYL FRET peptide cleavage, 3 h. inhibition, % at 7 µM. O14672. 370,000 compounds, 0.62% hits;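 active = inhibition above a per-campaign cutoff equal to the mean of compounds falling between control-based bounds plus 3 SD, cut at about 20% in these data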;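 note: 0% = DMSO wells while the 100% control is not disclosed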
hgDAF12 agonist: agonists of H. glycines DAF-12 nuclear receptor. HEK293 GAL4-hgDAF12 UAS-luciferase reporter, agonist luminescence; normalized to butyrate control. activation, % at 6.8 µM. 370,000 compounds, 1.8% hits. AID 687014;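 active = activation above a cutoff set at the mean of all screened compounds plus 3 SD, cut at about 10% in these data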;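 note: 0% = DMSO wells and 100% = sodium butyrate wells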
GAA850 FXN act: increases GAA850 frataxin promoter reporter activity | activation, % at 6 µM | 360,000 compounds, 0.56% hits | HEK293 lucGAA850 FXN promoter luciferase reporter, 24 h; percent of 10 µM SAHA response;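 active = activation above the average of all compounds screened plus 3 SD, cutoff fixed separately per campaign, cut at about 7.5% in these data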;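 note: 0% = DMSO wells and 100% = 10 µM SAHA wells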
hcDAF-12 act: activators of H. contortus DAF-12 nuclear receptor; HEK293 hcDAF-12 lit1-tk-luc reporter, luminescence; 0% DMSO, 100% Δ7-dafachronic acid; activation, % at 6.8 µM; 370,000 compounds, 1.4% hits; AID 652067;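 active = activation above the mean of all tested compounds plus 3 SD, cut at about 5.5% in these data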;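 note: 100% = response to 3 µM Δ7-dafachronic acid high control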
sPLA2-III inh: Inhibits HGIII-sPLA2 liposome hydrolysis, primary screen | Q9NZ20 | QFRET BODIPY PC-A2 liposome hydrolysis, fluorescence | inhibition, % at 12.2 µM | 370,000 compounds, 0.56% hits;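 active = inhibition above mean plus 3 SD of compounds lying within the high and low control bounds, cut at about 19% in these data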;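 note: 0% = median of test compound wells and 100% = no enzyme DMSO wells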
GC-A act: GC-A (human) enzyme activation. HEK293 GC-A cells, cGMP TR-FRET, EC30 ANP; 0% at EC30 ANP, 100% saturating ANP. 370,000 compounds, 0.14% hits. P16066. activation, % at 10 µM; in the data active = activation above about 40%
Target sequence (P16066 whole entry, looked up): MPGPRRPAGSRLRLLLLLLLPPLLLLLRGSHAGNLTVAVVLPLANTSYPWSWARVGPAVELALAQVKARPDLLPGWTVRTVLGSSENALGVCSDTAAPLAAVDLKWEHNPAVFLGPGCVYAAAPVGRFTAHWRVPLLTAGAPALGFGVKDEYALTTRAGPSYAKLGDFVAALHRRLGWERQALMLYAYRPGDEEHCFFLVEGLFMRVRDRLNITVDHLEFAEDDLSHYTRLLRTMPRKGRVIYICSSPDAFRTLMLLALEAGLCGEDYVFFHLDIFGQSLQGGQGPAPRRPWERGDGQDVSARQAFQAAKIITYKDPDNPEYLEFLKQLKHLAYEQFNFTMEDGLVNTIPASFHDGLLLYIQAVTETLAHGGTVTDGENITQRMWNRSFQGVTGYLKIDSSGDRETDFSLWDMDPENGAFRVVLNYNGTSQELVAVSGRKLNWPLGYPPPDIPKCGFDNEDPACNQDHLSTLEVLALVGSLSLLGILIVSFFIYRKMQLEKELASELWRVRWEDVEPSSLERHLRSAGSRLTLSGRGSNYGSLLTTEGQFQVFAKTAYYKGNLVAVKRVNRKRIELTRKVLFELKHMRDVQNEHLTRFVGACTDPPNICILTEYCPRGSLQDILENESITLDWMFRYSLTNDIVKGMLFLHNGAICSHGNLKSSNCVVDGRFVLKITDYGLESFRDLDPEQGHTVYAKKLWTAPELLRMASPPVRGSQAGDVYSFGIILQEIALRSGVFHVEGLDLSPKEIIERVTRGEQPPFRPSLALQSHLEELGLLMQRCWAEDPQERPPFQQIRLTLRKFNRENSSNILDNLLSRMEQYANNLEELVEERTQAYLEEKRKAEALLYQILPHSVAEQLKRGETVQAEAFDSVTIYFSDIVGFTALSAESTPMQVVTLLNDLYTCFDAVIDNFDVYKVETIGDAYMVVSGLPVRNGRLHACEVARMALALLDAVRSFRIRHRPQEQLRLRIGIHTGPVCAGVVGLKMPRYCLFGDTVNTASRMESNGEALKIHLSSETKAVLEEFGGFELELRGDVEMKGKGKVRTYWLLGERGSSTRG
* = called active by the depositor; i = inactive; . = no result given.

SMILES	SMARCA2 act	ssDAF12 agonist	DAX1 inh-1	DAX1 inh-2	GC-B act	ADAM10 inh	hgDAF12 agonist	GAA850 FXN act	hcDAF-12 act	sPLA2-III inh	GC-A act
COCCOC(=O)c1c(C)oc2ccc(NS(=O)(=O)c3ccc(C)cc3)cc12	-1	-1.5	-0.7	3.8	-4	8	-3.0	-1.8	-0.1	-19	0
Cc1sc2ncnc(N(C)Cc3ccco3)c2c1C	-1	-2.0	-0.7	-0.7	-14	-3	-3.2	0.5	-1.4	-3	-5
COC(=O)c1ccc(NC(=O)Cn2nc(SC)n(N)c2=S)cc1	0	-1.4	0.5	-0.8	1	5	-1.7	0.8	-0.8	-3	1
CCOC(=O)C(Cc1ccccc1)C(=O)Nc1ccc(NC(=O)C(Cc2ccccc2)C(=O)OCC)cc1 (centres undefined)	-1	-0.5	-0.1	1.2	3	5	0.0	0.5	1.1	-8	1
C=CCNc1nc(C(=O)OCC(=O)N(Cc2ccccc2)C(C)C)cs1	1	-1.2	1.4	0.5	2	-12	-1.1	1.9	1.0	5	-2
Cc1ccc2c(c1)nnn2C1CCN(C(=O)c2cccs2)CC1	-2	-1.2	-0.8	-1.4	1	1	-2.8	2.1	-1.5	-4	-4
COC(=O)c1cc(S(=O)(=O)N2CCN(c3ccc(C(C)=O)cc3)CC2)cn1C	2	-0.8	-0.3	0.2	-10	-10	0.1	-0.1	-2.1	-5	-16
O=c1oc2ccccc2cc1-c1nc2ccccc2o1	1	1.0*	3.1	2.5	-6	i	8.8	8.4*	8.8*	-1	-10
C=CCc1cccc(CNc2nc3ccccc3n2CC)c1O	-1	-0.9	-0.8	0.5	-5	20*	2.6	-1.6	-0.8	8	-6
Cc1ccnc(N/C=C(/NC(=O)c2ccccc2)C(=O)NN)n1	1	-0.8	-0.2	-0.2	9	-2	-1.8	0.4	-1.4	7	-2
CN(C(=O)COC(=O)c1cncc(Br)c1)C1CCCCC1	-2	-1.1	0.1	0.7	0	-10	-2.2	1.9	0.5	10	2
CCOC(=O)N1CCC(NC(=O)CC2C(=O)NCCN2Cc2ccccc2F)CC1 (centres undefined)	0	-1.1	0.0	0.2	-4	-4	0.8	1.1	-0.2	8	4
C=CCn1cnc2c(c1=O)c1nc3ccccc3nc1n2/N=C/c1cc(OC)c(OC)c(OC)c1	-4	-1.9	-0.2	-0.6	8	-26	-2.2	-7.3	-2.0	-1	1
COc1ccccc1-n1c(SCC(=O)NCC2CCCO2)nc2c([nH]c3ccccc32)c1=O (centres undefined)	-1	0.6	-1.4	1.4	-2	-13	-0.4	-3.6	2.2	-2	-2
O=C(O)c1ccc(N2CCN(Cc3ccc4c(c3)OCO4)CC2)c([N+](=O)[O-])c1	-3	-1.3	-0.3	-0.1	-2	-4	-0.4	0.0	0.6	3	3
Cc1ccccc1CN1CCN(Cc2cc(=O)c3ccccc3[nH]2)CC1CCO (centres undefined)	-4	-0.6	0.7	0.7	2	-1	-0.3	3.0	0.7	-3	-2
C=CCN(CC=C)Cc1cc(=O)oc2cc(C)cc(C)c12	-4	-0.6	0.5	.	-7	4	-0.9	.	-2.5	6	-1
CCOc1ccc(OCC(=O)OCC(=O)Nc2ccccc2C#N)cc1	-2	-1.1	0.4	1.0	-6	2	5.7	1.1	-0.1	0	1
CC(C)c1ccccc1OCC(=O)NC1CCCc2ccccc21 (centres undefined)	-2	-1.6	-0.1	-0.3	-6	4	-1.8	1.2	-0.4	-2	-5
CC(=O)c1cc(C)ccc1OC(=O)CN1C(=O)c2ccccc2C1=O	0	-0.6	0.6	1.5	-4	8	0.3	0.8	-0.8	2	-2
CCS(=O)(=O)N1CCC(C(=O)NC2CCCCC2)CC1	7	-1.8	-0.2	-0.9	-3	-1	0.4	2.1	-1.5	-1	-3
Cc1c2cnn(CC(=O)Nc3c(F)c(F)cc(F)c3F)c(=O)c2c(C)n1Cc1ccc(F)cc1	-5	-1.1	0.3	.	1	6	-0.4	.	-0.5	7	3
CN1CCN(c2ccc3c(c2)OC[C@@H](Cc2ccccc2)NS3(=O)=O)CC1	-2	-1.0	0.5	.	4	-8	0.0	.	-0.3	0	0
Cc1cc(=O)[nH]c(SCc2csc(-c3ccccc3)n2)n1	2	-0.9	0.5	0.1	3	3	0.9	0.8	-1.0	-2	0
COc1cc(NC(=S)N2CCN(S(=O)(=O)c3ccc(F)cc3)CC2)cc(OC)c1	-1	-1.4	-0.3	0.1	-1	4	-1.9	-1.4	-0.2	8	0
Cc1ccc(Sc2nc3ccc(C)cn3c(=O)c2/C=N/O)cc1	-1	-1.4	-0.3	0.2	-9	-9	2.3	1.0	-1.1	-3	-1
CS(=O)(=O)N1CC(C(=O)NC2CC2)Oc2ccc(Cl)cc21 (centres undefined)	-2	-1.5	0.3	0.3	0	1	1.8	-0.8	0.3	2	0
O=C(Nc1cccnc1)c1cc(-c2ccc(Br)cc2)nc2ccccc12	-2	-1.1	0.0	-1.6	-3	-4	0.9	0.0	-1.0	8	9
CN(C)CCCN(C(=O)c1ccc(S(=O)(=O)N2CCCC2)cc1)c1nc2c(F)cc(F)cc2s1	0	-1.2	0.2	0.2	-1	-9	-0.1	3.0	-0.6	-2	-2
C=Cc1ccc(Cn2c(C)c(C(=O)NCc3ccccc3C(F)(F)F)sc2=O)cc1	-2	-1.9	-1.9	.	6	8	-3.2	-1.6	-0.8	-10	-4

Shown as comma-separated lines: entries from further up.
mol,SMARCA2 act,ssDAF12 agonist,DAX1 inh-1,DAX1 inh-2,GC-B act,ADAM10 inh,hgDAF12 agonist,GAA850 FXN act,hcDAF-12 act,sPLA2-III inh,GC-A act
CC(C)c1ccccc1OCC(=O)NC1CCCc2ccccc21 (centres undefined),-2,-1.6,-0.1,-0.3,-6,4,-1.8,1.2,-0.4,-2,-5
CC(=O)c1cc(C)ccc1OC(=O)CN1C(=O)c2ccccc2C1=O,0,-0.6,0.6,1.5,-4,8,0.3,0.8,-0.8,2,-2

Next structures follow:
SMILES	SMARCA2 act	ssDAF12 agonist	DAX1 inh-1	DAX1 inh-2	GC-B act	ADAM10 inh	hgDAF12 agonist	GAA850 FXN act	hcDAF-12 act	sPLA2-III inh	GC-A act
CCc1n[nH]c(=S)n1/N=C/c1ccccc1OCc1ccc(Cl)cc1	0	-1.6	-0.2	1.8	-3	-2	2.8	0.3	-0.9	2	0
CCCCNC(=O)c1ccccc1NS(=O)(=O)c1ccc2c(c1)OCCO2	2	-1.0	0.8	0.8	5	-23	-0.2	-2.0	0.2	-7	3
COc1cc2c(C(=O)Nc3ccccc3F)cn(C)c(=O)c2cc1OC	-1	-1.2	-0.5	1.2	-1	-2	-3.4	2.3	-0.4	0	5
Cc1ccc2c(c1)n([O-])c1c([n+]2=O)CCCC1	-3	-0.6	0.4	-1.6	-1	5	0.4	-0.8	0.5	4	-2
COCCN(C(=O)CSc1nnc(-c2ccccc2F)n1C)c1c(N)n(Cc2ccccc2)c(=O)[nH]c1=O	-3	-1.2	0.2	0.3	2	-1	0.5	-0.7	-0.6	12	-1
CCNCC(=O)Nc1c(C)cccc1C	0	-0.9	0.1	0.6	5	4	-0.2	0.7	-1.3	-3	1
Cc1cc(Cl)c(S(=O)(=O)NCCC(=O)O)cc1OCC(N)=O	-4	-0.7	0.1	0.5	4	-4	-2.0	-0.2	0.0	2	-1
Cc1ccc(CN2CC(C(=O)Nc3ccc(S(=O)(=O)Nc4cc(C)nc(C)n4)cc3)CC2=O)cc1 (centres undefined)	0	-1.6	-0.8	0.1	6	1	1.7	-1.7	-1.1	-11	-5
CS(=O)(=O)N1CCN(C(=O)c2ccc(Cl)s2)CC1	-2	-1.4	-0.2	1.0	3	1	5.8	0.3	-0.2	4	4
CCSc1nsc(NC(=O)Nc2cccc(F)c2)n1	-6	-2.6	-2.2	-6.5	22	17	-8.9	-7.7	-5.4	-10	12
O=C(COC(=O)Cn1cnc2ccccc2c1=O)Nc1ccccc1Sc1ccc(Cl)cc1	-4	-1.1	-0.4	0.1	0	6	-0.2	-0.1	-2.2	-17	11
Cc1cc(=O)[nH]c(SCc2cn3ccccc3n2)n1	-2	-0.9	-0.7	1.1	0	-12	0.8	2.2	-1.3	9	-2
CCc1ccc(C2=NN(C(=O)OC)C(O)(C(F)(F)F)C2)cc1 (centres undefined)	2	1.0*	6.6*	-2.3	-3	1	9.2	0.5	6.0*	-2	6
O=C(c1ccco1)N1CCN(C(=O)c2cc(-c3ccccn3)nc3ccccc23)CC1	3	-0.7	0.2	-0.7	-4	2	0.7	1.5	-1.4	6	0
CCOC(=O)N1CCN(C(=O)CSc2ccc(C(=O)OC)cc2[N+](=O)[O-])CC1	0	-0.5	-0.2	0.0	3	-8	1.2	0.3	-1.2	-3	-2
CCO[C@@H]1OC(C(=O)O)=C[C@H](c2ccc(Br)cc2)[C@H]1CCCO	1	-1.0	0.5	0.8	2	7	3.8	-0.3	0.2	9	4
Cc1ccnc(NC(=O)CC(c2ccccc2)c2ccccc2)n1	-1	-1.5	-0.8	2.1	-1	0	-3.5	1.4	-1.1	-5	-4
COc1cccc(Cn2cnc(-c3ccccc3OC)c2-c2cccs2)c1	-4	0.0	-0.2	.	-7	-4	-1.5	.	-1.1	-2	-11
CCCS(=O)(=O)N1CCN(c2ccccn2)CC1	-2	-1.2	-0.1	-0.8	2	-26	-0.5	-0.4	0.1	5	1
OCCC1CN(C2CCN(c3ccccc3F)CC2)CCN1Cc1ccccc1 (centres undefined)	-4	-1.6	-0.2	-0.1	0	0	-1.8	0.5	2.0	8	1
COc1ccc2c(Cl)c(-c3nnc(SCC(=O)c4ccccc4)n3C)sc2c1	-3	-1.0	-0.5	0.8	9	-2	1.3	3.4	-0.1	-7	2
O=C(Nc1ccc(-c2nc3ccc(NC(=O)c4cccs4)cc3[nH]2)cc1)c1cccs1	9.1*	-2.3	1.3	-2.3	0	-208	-11	15*	-4.6	-26	2
COc1ccccc1C(=O)C1CCCN(C(=O)CN2CCCCC2=O)C1 (centres undefined)	4	-1.2	0.1	2.1	1	-4	5.9	2.4	-2.0	-1	3
COc1ccc(C(C#N)N2N=C(C)CC2c2ccccc2)cc1OC (centres undefined)	0	-0.3	-0.1	-0.5	6	2	-2.0	2.0	0.4	3	5
COc1ccc2oc(=O)c(C(=O)NCc3ccccc3)cc2c1	-3	-0.5	0.1	0.5	3	-49	-0.7	0.2	-0.8	16	2
O=C(COC(=O)c1cnccn1)c1cccc([N+](=O)[O-])c1	1	-0.4	-0.4	1.5	1	-3	-1.6	0.6	-0.8	-9	3
CC1(C(=O)Nc2ccc3c(c2)OCCO3)CN(S(C)(=O)=O)CC(=O)N1CC(F)(F)F (centres undefined)	-3	-0.9	1.1	.	-3	-5	2.3	.	-0.7	1	-1
CCCCCc1ccc(-c2ccc(/C=C/C(N)=O)cc2)nc1	-7	-1.3	0.3	-1.3	1	-16	1.7	1.8	0.1	-3	3
COc1ccc(S(=O)(=O)c2nnn(-c3cccc(OC)c3)c2N)cc1	0	-1.7	-0.5	-0.9	6	10	-0.8	1.0	-0.9	-1	2
COCCn1c(C)cc(C2=NNC(=NC(C)(C)C)SC2)c1C	0	-0.8	0.2	1.7	1	-18	1.0	2.7	0.6	-6	1
